Screens (PubChem BioAssay)
CHT block: inhibitors of human choline transporter CHT; High affinity choline transporter 1 (Homo sapiens), Q9GZV3; CHT-expressing cells, membrane potential dye, choline response; stronger effect = lower value; B-score at 10 µM; 310,000 compounds, 0.86% hits; AID 488975, 2010;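 active = B-score over 3 SD under the library average, and starting fluorescence ratio not unusually high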;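 note: choline stimulus applied at its EC90 after an EC20 pre-addition; B-score computed on integrated fluorescence ratio after choline addition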
Target sequence (Q9GZV3 whole entry, looked up): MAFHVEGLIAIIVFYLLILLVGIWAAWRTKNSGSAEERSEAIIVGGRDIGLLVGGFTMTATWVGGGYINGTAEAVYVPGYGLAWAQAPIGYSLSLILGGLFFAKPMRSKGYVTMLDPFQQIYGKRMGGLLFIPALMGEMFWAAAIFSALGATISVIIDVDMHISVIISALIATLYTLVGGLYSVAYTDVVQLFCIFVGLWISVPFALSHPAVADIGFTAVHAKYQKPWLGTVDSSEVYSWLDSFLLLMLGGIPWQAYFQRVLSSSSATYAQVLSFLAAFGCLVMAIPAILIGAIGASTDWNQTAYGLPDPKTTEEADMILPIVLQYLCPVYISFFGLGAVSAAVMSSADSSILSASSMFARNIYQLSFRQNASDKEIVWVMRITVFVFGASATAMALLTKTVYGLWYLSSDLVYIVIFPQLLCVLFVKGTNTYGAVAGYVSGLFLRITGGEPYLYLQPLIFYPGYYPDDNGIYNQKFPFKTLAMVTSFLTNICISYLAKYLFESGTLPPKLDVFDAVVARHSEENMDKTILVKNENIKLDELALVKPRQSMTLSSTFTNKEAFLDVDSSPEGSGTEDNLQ
Kir21 block: inhibitors of mouse Kir2.1 inward-rectifier potassium channel | AID 1672, 2009 | B-score at 10 µM | 310,000 compounds, 0.85% hits | HEK293-Kir2.1, FluxOR thallium flux fluorescence; stronger effect = lower value | Inward rectifier potassium channel 2 (Mus musculus), P35561;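 active = fluorescence ratio B-score at or below minus 3 SD of library scores, with starting-brightness B-score within 2 SD, cut at about -4.2 in these data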;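 note: channel flux triggered by added potassium and thallium sulfate stimulus; B-score of peak minus minimum fluorescence over baseline after thallium stimulus; more negative B-score means stronger Kir2.1 block with less thallium influx; some compounds called inactive have numbers as strong as hits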
Target sequence (P35561 whole entry, looked up): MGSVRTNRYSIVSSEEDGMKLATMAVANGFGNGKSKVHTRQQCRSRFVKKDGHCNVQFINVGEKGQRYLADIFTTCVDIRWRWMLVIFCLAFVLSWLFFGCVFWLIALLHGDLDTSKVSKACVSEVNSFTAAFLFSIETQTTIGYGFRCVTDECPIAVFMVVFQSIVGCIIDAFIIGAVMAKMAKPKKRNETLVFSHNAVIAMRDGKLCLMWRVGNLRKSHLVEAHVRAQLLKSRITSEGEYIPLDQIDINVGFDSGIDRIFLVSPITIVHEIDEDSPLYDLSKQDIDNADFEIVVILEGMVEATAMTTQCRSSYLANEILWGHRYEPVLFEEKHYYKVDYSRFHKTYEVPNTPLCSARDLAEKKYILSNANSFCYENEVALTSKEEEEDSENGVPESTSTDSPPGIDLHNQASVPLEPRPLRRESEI
KCNQ2 block: KCNQ2 potassium channel inhibitors, primary screen, cell-based, CHO-K1, FluxOR thallium flux, B-score (AID 2156). B-score at 10 µM. 310,000 compounds, 1.1% hits. Potassium voltage-gated channel subfamily KQT member 2 (Rattus norvegicus), O88943. 20 min; stronger effect = lower value;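 active = fluorescence ratio B-score at most minus 3 library SDs, with starting brightness B-score within 2 library SDs, cut at about -5.5 in these data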
* marks the source's active call; other numbers are inactive results; i = inactive; . = not tested or not shown.

nr	KCNQ2 block	Kir21 block	CHT block	Compound
1	i	0.24	i	Cn1cccc1/C=N/NC(=O)c1sc2ccccc2c1Cl
2	i	2.5	i	COCCOC(=O)c1c(C)n(C)c2ccc(OC(=O)N3CCOCC3)cc12
3	i	-1.8	i	Cc1ccc(C(O)CN2C3=NCCCN3c3ccccc32)cc1 (configuration not stated)
4	i	1.1	i	COc1cc(C(C)=O)ccc1OCC(=O)N1CCc2ccccc2C1
5	i	-0.2	i	CCNC(=O)CSC1=N/C(=C\c2ccc(O)c(OCC)c2)C(=O)N1c1ccc(OC(F)F)cc1
6	i	-0.24	i	CCc1ccccc1S(=O)(=O)Cc1ccc(C(=O)NCC2CCCO2)o1 (configuration not stated)
7	i	0.39	i	COc1ccc(NS(=O)(=O)c2ccc(S(=O)(=O)N3CCCC3)cc2)cc1
8	i	-1.1	i	CC(=O)Nc1cc2c(cc1NC(=O)c1cnccn1)OCCO2
9	i	-1.4	i	COc1cccc(/C=N/c2sc(Cc3ccccc3)c(C)c2C(N)=O)c1O
10	-8.4*	0.45	i	COc1ccccc1CNC(=O)COC(=O)c1ccc(C)c(S(=O)(=O)N2CCCCC2)c1
11	i	-1.1	i	COC(=O)c1cnc2c(c(C)nn2C)c1OC
12	i	-0.05	i	COc1ccc(C2NC3=C(CCC3)C3(C#N)C(OC)(OC)N=C(N)C23C#N)cc1 (configuration not stated)
13	i	1.3	i	C=CCn1c(C)cc(C(=O)COC(=O)c2ccc3c(c2)NC(=O)CS3)c1C
14	i	0.93	.	O=[N+]([O-])c1cc(Cl)c(O)c2ncccc12
15	i	-0.31	i	Cc1cc(C)nc(NS(=O)(=O)c2ccc(NC(=O)c3ccc(S(=O)(=O)N4CCOCC4)cc3)cc2)n1
16	i	-0.99	i	CSc1nnc(C)c(=O)n1COC(=O)c1ccc(S(=O)(=O)N(C)C)cc1
17	i	1.4	i	Cc1ccc(NC(=O)CCc2c(C)nn(-c3ccc(N4CCCCC4)nn3)c2C)cc1F
18	i	-0.3	i	COc1ccc(C(=O)/C=C\N2CCOCC2)cc1
19	i	-1.5	.	CC1(C)Cc2ccccc2C(=NCCCCCC(=O)O)N1
20	i	0.56	i	COC(=O)CCC(=O)Nc1nnc(C(F)(F)F)s1
21	i	0.21	i	O=C(Nc1ccc(-c2ccccc2)cc1)c1ccco1
22	i	0.01	i	O=C(CSc1nnc(-c2ccco2)o1)c1ccccc1
23	i	-0.9	i	Cc1nc(SCC(=O)Nc2nc3ccccc3s2)c(C#N)c(C)c1C
24	i	0.44	i	Cc1[nH]c(=O)[nH]c(=O)c1NS(=O)(=O)c1ccccc1
25	i	0.81	i	C=CCOc1cccc(CNn2cn[nH]c2=S)c1
26	i	-0.17	i	O=C1OCCN1CCNCc1cn(-c2ccc(F)cc2)nc1-c1ccccc1Cl
27	i	0.13	i	COc1ccc(C2C3=C(CC(C)(C)CC3=O)N(CC(=O)O)C3=C2C(=O)CC(C)(C)C3)cc1OC
28	i	0.32	.	CCC(=O)N1CCc2cc(S(=O)(=O)NC(Cc3ccccc3)C(=O)NC3CCCCC3)ccc21 (configuration not stated)
29	i	-0.76	i	Cc1nc(-c2ccccc2)sc1C1(C)CC(c2ccc([N+](=O)[O-])cc2)=NO1 (configuration not stated)
30	i	0.16	i	O=C(NC1CCCCCCC1)c1ccc(Br)o1
31	i	-0.01	i	COc1ccc(C(=O)N2CCC(N3CCN(c4ccccc4)CC3)CC2)cc1
32	i	-0.55	i	CC1CCN(C(=O)C2Cc3ccccc3CN2S(=O)(=O)c2ccc(F)cc2)CC1 (configuration not stated)
33	i	0.69	i	O=C(c1ccco1)N1CCN(CCCCOc2cccc3ccccc23)CC1
34	i	0.64	i	CCCCNCCCCOc1ccccc1
35	i	-1.6	i	Cc1ccc(-n2nc(C(=O)O)c(O)cc2=O)cc1
36	i	0.84	i	CCCc1nc(NC(=O)c2ccccc2)nc(NC(=O)c2ccccc2)n1
37	i	-1.1	i	COc1c(F)c(F)c(C(=O)O)c(Nc2ccc(C)cc2C)c1F
38	i	-0.96	i	S=c1[nH]cnc2scc(-c3ccc(Br)cc3)c12
39	i	2	i	Cn1c(=O)c2c(O)c([N+](=O)[O-])c(=O)n(C)c2n(C)c1=O
40	i	-5.5	i	O=C(NCC1CCCO1)c1cccnc1Nc1ccccc1F (configuration not stated)
41	i	0.8	i	CC(C)NC(=O)NC(=O)COC(=O)c1ccc(F)cc1F
42	i	0.79	i	CCN(CC)S(=O)(=O)c1cccc(-c2n[nH]c(=S)n2/N=C/c2ccc(OC)cc2)c1
43	i	-0.1	i	O=C1C2CCCCN2C(=O)N1CCCN1CCN(c2ccc(F)cc2)CC1 (configuration not stated)
44	i	-0.48	i	Cc1ccc(/C=C(\NC(=O)c2ccccc2)C(=O)N2CCCC2C(=O)O)cc1 (configuration not stated)
45	i	2.8	i	O=C(CN1CCN(C2CCCCC2)CC1)c1ccc2cc[nH]c2c1
46	i	-0.01	i	CSc1nnc(Cn2c(=O)sc3ccccc32)n1-c1ccccc1C
47	i	-1.9	i	Oc1cccc(CN2CCCCC2)c1
48	i	-0.04	i	CN1CCN(c2ccccc2NC(=O)c2ccc(-c3cccc([N+](=O)[O-])c3)o2)CC1
49	i	2.2	i	COc1nn(CC(=O)N2N=C(C)CC2(O)C(F)F)cc1[N+](=O)[O-] (configuration not stated)
50	i	0.33	i	O=C(Nc1ccncc1)c1sc2ccccc2c1Cl
51	i	1.8	i	COc1ccc(Nc2nc(NC(C)(C)C)nc(N3CCOCC3)n2)c(OC)c1
52	i	-2.2	i	COc1cc(Cl)c(C)cc1NC(=O)c1ccc(S(C)(=O)=O)cc1
53	i	-0.16	i	COC(=O)C(C)Sc1nc(NCc2ccccc2)nc(N(C)C)n1 (configuration not stated)
54	i	0.59	i	Cc1ccc(-c2nnn(CC(=O)N(CC3CCCO3)C(C(=O)NC3CCCC3)c3ccc(O)cc3)n2)o1 (configuration not stated)
55	i	1.3	i	COc1ccc(C(=O)NC2CCN(S(=O)(=O)c3ccc(F)cc3)CC2)cc1
56	i	-0.11	i	Cc1ccccc1OCCn1c(CCNC(=O)C(C)C)nc2ccccc21
57	i	0.11	i	COC(=O)c1c(NC(=O)COC(=O)CNC(=O)C2CCCCC2)sc(C)c1C
58	i	-1.5	i	Cc1ccc(N2CC(=O)N(NC(=O)c3sc4nc(C)cc(C)c4c3N)CC2=O)cc1
59	i	0.96	i	CC(CC(=O)Nc1nccs1)c1ccccc1 (configuration not stated)
60	i	-1.1	i	Cc1cc(C)cc(NC(=S)NC2CC3CCC(C2)N3Cc2ccco2)c1 (configuration not stated)

Record cards (already shown). Order of values: KCNQ2 block	Kir21 block	CHT block
Cc1ccc(N2CC(=O)N(NC(=O)c3sc4nc(C)cc(C)c4c3N)CC2=O)cc1 is entered as i	-1.5	i
CC1CCN(C(=O)C2Cc3ccccc3CN2S(=O)(=O)c2ccc(F)cc2)CC1 (configuration not stated) is entered as i	-0.55	i
CSc1nnc(Cn2c(=O)sc3ccccc32)n1-c1ccccc1C is entered as i	-0.01	i
O=C(NCC1CCCO1)c1cccnc1Nc1ccccc1F (configuration not stated) is entered as i	-5.5	i
COC(=O)c1c(NC(=O)COC(=O)CNC(=O)C2CCCCC2)sc(C)c1C is entered as i	0.11	i

Carrying on:
nr	KCNQ2 block	Kir21 block	CHT block	Compound
61	i	-0.51	i	O=C(Nc1ccc(C(=O)O)cc1)Nc1ccc([N+](=O)[O-])cc1
62	i	-1.2	i	CC1=CC(C)(C)NC(=S)N1C(C)c1ccccc1 (configuration not stated)
63	i	-2.7	-5.5*	Cc1ccc2nc(N(CCCN(C)C)C(=O)c3ccc(S(=O)(=O)N4CCCCCC4)cc3)sc2c1
64	i	1.8	i	Cn1c(N/N=C\c2cccc(O)c2)cc(=O)n(C)c1=O
65	i	0.02	i	C(=C\c1ccccc1)/C=N/Nc1nc(N2CCOCC2)nc(N2CCOCC2)n1
66	i	0.25	i	CCCCc1cc(=O)oc2c(C)c(OCC(=O)N3CCC(C(N)=O)CC3)ccc12
67	i	0.96	i	Cc1n[nH]c(=S)n1/N=C/c1ccccc1OCc1ccc(Cl)cc1
68	i	3.4	i	Cc1cccc(NC(=O)c2onc3c2CCCC3)c1C
69	i	-1.3	i	CS(=O)(=O)N(CC(=O)Nc1ccc(F)cc1F)c1cccc([N+](=O)[O-])c1
70	i	0.71	i	O=C1C=C(N2CCCCCC2)C2(CCCCC2)O1
71	i	-0.43	i	Cc1ccc(S(=O)(=O)NCC2CCC(C(=O)N3CCN(C)CC3)CC2)cc1 (configuration not stated)
72	i	-0.03	i	Cc1ccc(C)c2c1cc(C)c1nnc(SCC(=O)Nc3nc4c(s3)CCCC4)n12
73	i	-1.4	i	COC(=O)c1ccc(OCC(=O)N2CCCc3ccccc32)cc1
74	i	-1.6	i	Cc1nc(NC(=O)CSc2nnc(N)s2)c(Cl)cc1Cl
75	i	-1.8	i	O=C1Cc2cc(S(=O)(=O)NCc3ccccc3Cl)cc3c2N1CCC3
76	i	0.34	i	O=C(c1coc(=O)c(Br)c1)N1CCCc2ccccc21
77	i	1.2	i	CC1(C(=O)O)CCC(C(=O)N2CCOCC2)C1(C)C (configuration not stated)
78	i	1	i	CC(C)N1C(=O)N(c2ccccc2)C(C)(O)CC1(C)C (configuration not stated)
79	i	-0.41	i	NS(=O)(=O)c1ccc(NC(=O)COC(=O)c2cc([N+](=O)[O-])ccc2Cl)cc1
80	i	0.43	i	Cc1cc(NC(=O)c2cccc(S(=O)(=O)N3CCOCC3)c2)no1
81	i	-0.28	i	CCN(c1ccccc1)S(=O)(=O)c1cnc[nH]1
82	i	1.3	i	COc1cc(/C=C2\C(=N)N3N=C(S(C)(=O)=O)SC3=NC2=O)cc(OC)c1OCCOc1ccccc1C
83	i	0.12	i	CNC(=O)CN(c1ccc(F)cc1)S(=O)(=O)c1cc(C)ccc1OC
84	i	0.33	-5.5*	CCN(CC(=O)Nc1cccc(OC)c1)c1ncnc2sc(C)c(C)c12
85	i	2.1	i	CN(CCC#N)C(=O)COC(=O)c1ccc2c(=O)n3c(nc2c1)CCC3
86	i	-0.32	i	CCSc1oc(-c2ccco2)nc1S(=O)(=O)c1ccc(F)cc1
87	i	0.1	i	CCOc1ncccc1C(=O)N1CCN(S(=O)(=O)c2ccc(Br)cc2Cl)CC1
88	i	-0.25	i	c1c(CC2CCCC2)nnn1C[C@H]1CC[C@@H]([C@@H]2CC[C@H](Cn3cc(CC4CCCC4)nn3)O2)O1
89	i	-1.3	i	CCOc1cc(N2CCOCC2)c(OCC)cc1NS(=O)(=O)c1ccc(Cl)s1
90	i	-0.09	i	CC(=O)Nc1ccc(/C=N/N2C(C)CCCC2C)cc1 (configuration not stated)

Individual results from the results shown.
Reading of #85 in Kir21 block: 2.1
Reading of #71 in Kir21 block: -0.43

A second format for 2 compounds above:
Every second line gives: KCNQ2 block | Kir21 block | CHT block
84) CCN(CC(=O)Nc1cccc(OC)c1)c1ncnc2sc(C)c(C)c12
    i | 0.33 | -5.5*
85) CN(CCC#N)C(=O)COC(=O)c1ccc2c(=O)n3c(nc2c1)CCC3
    i | 2.1 | i

(listing goes on)
nr	KCNQ2 block	Kir21 block	CHT block	Compound
91	i	1.5	i	COc1ccc(C(=O)N2CCCC(Nc3ccc(F)cc3)C2)c(OC)c1 (configuration not stated)
92	i	1.2	i	Cc1ccccc1-n1c(=S)[nH]c2nc3c(cc2c1=O)COC(C)(C)C3
93	i	1	i	CN(c1ccc(OCC(=O)N2CCC(C(N)=O)CC2)cc1)S(=O)(=O)c1cccs1
94	i	2.5	i	N/C(COc1ccccc1)=N\NS(=O)(=O)c1ccccc1
95	i	0.51	i	Cc1c(C(=O)NCCN2CCOCC2)oc2ccc(Br)cc12
96	i	0.03	i	Cc1ccc(S(=O)(=O)c2nc(S(C)(=O)=O)sc2NCc2ccc3c(c2)OCO3)cc1
97	i	0.01	i	CCOc1ccc(CCNC(=O)COC(=O)c2cc(S(=O)(=O)N3CCOCC3)ccc2F)cc1OCC
98	i	0.68	i	N#CCN(C(=O)COC(=O)C1CC2CCCC(C1)C2=O)c1ccccc1 (configuration not stated)
99	i	0.43	i	FC(F)(F)c1cccc(N2CCN(C3CC4CCC3C4)CC2)c1 (configuration not stated)
100	i	-0.65	i	CC1CCCN(S(=O)(=O)c2ccc(NC(=O)CN3CCCCC3)cc2)C1 (configuration not stated)
101	i	-1.5	i	C=CCNC(=S)NNC(=O)c1ccco1
102	i	-0.45	i	Cc1nn(-c2ccccc2)c2c1C(c1ccc(F)cc1F)C(C#N)=C(N)O2 (configuration not stated)
103	i	1	i	CCOc1cc(C2C(C#N)=C(N)Oc3n[nH]c(CC)c32)ccc1OCCN1CCOCC1 (configuration not stated)
104	i	0.43	i	O=C(O)c1cc(N/N=C/c2ccc(-c3ccccc3)cc2)ccc1Cl
105	i	-0.81	i	CCc1ccc(CNc2ccc3c(c2)ncn3C)cc1
106	i	1.2	i	CCOC(=O)C1CCCN(c2c(N3CCN(c4cccc(Cl)c4)CC3)c(=O)c2=O)C1 (configuration not stated)
107	i	0.58	i	CC(C)OC(=O)c1ccc(NC(=O)C2C3CC4OC(=O)C2C4C3)cc1 (configuration not stated)
108	i	-1.1	i	CCOC(=O)CC(=O)CSc1nc2ccc(OC)cc2cc1C
109	i	-1.8	i	Cc1ccc(O)c(CC(C)C)n1
